Screening results deposited in PubChem by several laboratories.
HT1080 viability – cytotoxicity in HT1080 fibrosarcoma cells, cell-based, fluorescence readout (AID 620); 87,000 compounds, 0.42% hits; HT1080 viability, fluorescence; higher % means a stronger effect; one-dose cytotoxicity, % at 10 µM; EC50 in µM for titrated hits;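 further: cells exposed to compound overnight then 4 h with Alamar Blue; 0% = vehicle DMSO and 100% = killing control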
DPM-DC inhibit – S. pneumoniae DPM-DC inhibitors, primary screen, biochemical, PK/LDH-coupled NADH fluorescence. AID 556, 2006. calls only at 10 µM. diphosphomevalonate decarboxylase (Streptococcus pneumoniae D39). purified DPM-DC. 65,000 compounds, 0.49% hits;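 active means the 320 compounds with the highest percent inhibition in the single-dose primary screen, excluding strongly autofluorescent ones, cut at about 32% in these data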;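 further: kinetic rate of NADH fluorescence loss reporting ADP formed by the decarboxylase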
PMK inhibit – S. pneumoniae PMK inhibitors, primary screen, biochemical, mevalonate pathway, pilot trial included. AID 539, 2006. purified PMK, PK/LDH-coupled NADH absorbance 340 nm. 65,000 compounds, 0.49% hits. inhibition, % at 10 µM. phosphomevalonate kinase (Streptococcus pneumoniae D39);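 active means top-ranked compounds by inhibition in the single 10 µM screen, taking a fixed number of the strongest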;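 further: 0% = full reaction with DMSO carrier and 100% = background rate without enzyme reaction; no value below 0 was filed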
MK inhibit – S. pneumoniae MK inhibitors, primary screen, biochemical, PK/LDH-coupled NADH absorbance. purified MK, PK/LDH-coupled NADH absorbance 340 nm. inhibition, % at 10 µM. 65,000 compounds, 0.48% hits. AID 555, 2006;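 active means ranked among the strongest by inhibition in the single 10 µM screen, a fixed top-ranked set picked for dose follow-up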; further: no value below 0 was filed
HPDE-C7 cytotoxicity – cytotoxicity in HPDE-C7 cells, cell-based, fluorescence, HTS (AID 430); 63,000 compounds, 1.8% hits; HPDE-C7 pancreatic duct cells viability, fluorescence; higher % means a stronger effect; cytotoxicity, % at 10 µM, or EC50 in µM where a hit was titrated;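 further: cells exposed to compound for 48 hours before viability readout; 0% = vehicle and 100% = reference cytotoxic drug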
Bfl-1 displacement – Bfl-1 inhibitors, primary screen, biochemical, fluorescence polarization, FITC-Bid, mouse (AID 432) | Bcl-2-related protein A1 (Mus musculus) | one-dose displacement, % at 20 µM; IC50 in µM for titrated hits | FITC-Bid BH3 peptide fluorescence polarization displacement; higher % means a stronger effect | 64,000 compounds, 0.02% hits; in the data active means a potency from the dose series; inactive means the rest, 99 in 100 with displacement below about 15%; further: strong numbers were not always called active
HPDE-C7K KRASV12 – cytotoxicity in KRAS-transformed pancreatic duct cells, primary screen, cell-based, fluorescence, HTS (AID 431); HPDE-C7K KRASV12 cells, Alamar Blue viability, 48 h; higher % means a stronger effect; cytotoxicity, % at 10 µM; hits with a dose series show EC50 in µM; 63,000 compounds, 1.7% hits;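 active means compounds whose percent cytotoxicity in the single-dose primary screen, scaled between solvent and toxic-drug controls, exceeds 50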;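 further: 0% = DMSO solvent wells and 100% = doxorubicin-treated wells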
Alkaline phosphatase – human TNAP enzyme inhibitors, biochemical, luminescent (AID 518) | Alkaline phosphatase, tissue-nonspecific isozyme (Homo sapiens) | purified TNAP enzyme, luminescent substrate readout; higher % means a stronger effect | inhibition, % at 20 µM; hits with a dose series show IC50 in µM | 64,000 compounds, 0.09% hits; in the data active means a potency from the dose series; inactive means the rest, 99 in 100 with inhibition below about 22%;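 further: plate controls were vehicle for no effect and reference inhibitor for full effect; many of its hits are not listed in these tables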
LYP inhibition – LYP phosphatase inhibitors, primary screen, biochemical, DiFMUP fluorescence, recombinant catalytic domain, 10 µM (AID 606); Tyrosine-protein phosphatase non-receptor type 22 (Homo sapiens); recombinant LYP catalytic domain, DiFMUP fluorescence; higher % means a stronger effect; one-dose inhibition, % at 10 µM; IC50 in µM for titrated hits; 52,000 tested, under 10 active;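 active means IC50 under 40 µM in the dose-response test; inactive means IC50 of 40 µM or more, or never dose-tested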
PMK inhibit pilot replicates – also measured in PMK inhibit; calls as there; inhibition, %; measured here: pilot screen replicates
MK inhibit pilot replicates – further read-out of MK inhibit, marked with its call; inhibition, %; measured here: pilot screen replicates
DPM-DC inhibit pilot screen % – also measured in DPM-DC inhibit; calls as there; inhibition, %; measured here: pilot screen trials
* hit, by the source's call; i = inactive; / = not tested or not shown; + = active, no number. Unless noted, no stated cut-off is given here; in the data, active means cytotoxicity above about 50%; inactive means the rest.

SMILES	HT1080 viability	DPM-DC inhibit	PMK inhibit	MK inhibit	HPDE-C7 cytotoxicity	Bfl-1 displacement	HPDE-C7K KRASV12	Alkaline phosphatase	LYP inhibition	others
COc1ccccc1N1CCN(C(=O)CSc2nnc3n2C(C)(C)Cc2ccccc2-3)CC1	-1.0%	i	12.0	0.0	-22.2%	-6.7%	0.0%	10.5%	4.2%
CC1=C(C(=O)OCc2ccccc2)C(c2ccc(N3CCOCC3)cc2)NC(=O)N1 (centres undefined)	3.5%	i	10.0	6.0	2.8%	4.5%	-8.3%	1.2%	14.4%
CC(C)c1ccc(-c2nc3c([nH]2)c(=O)n(C)c(=O)n3C)cc1	5.5%	+	0.0	7.0	4.9%	-11.0%	7.4%	8.2%	17.4%
COc1ccc(-c2nc(-c3cccc(C(F)(F)F)c3)no2)cc1OC	2.8%	i	9.0	5.0	-24.8%	-1.1%	-16.6%	12.2%	2.8%
CS(=O)(=O)c1ccc(N2CCN(C3CC(=O)NC3=O)CC2)cc1 (centres undefined)	2.3%	i	0.0	17.0	-11.5%	-8.0%	-6.6%	5.1%	2.1%
Cn1c(=O)c2c(nc(N3CCCCC3)n2C)n(C)c1=O	1.2%	i	5.0	0.0	-15.9%	4.3%	-21.5%	3.7%	/
CCc1ccc2oc(=O)cc(CN3CCN(CCO)CC3)c2c1	19.2%	i	13.0	8.0	-2.2%	-1.9%	-6.0%	9.8%	/
CN(C)CCNc1c2c(c(C#N)c3nc4ccccc4n13)CCCC2	-1.5%	i	8.0	3.0	9.7%	-2.9%	-9.3%	-11.8%	5.3%
CN1CCN(S(=O)(=O)c2ccc(-c3ccc(Cl)cc3)cc2)CC1	6.9%	i	5.0	7.0	2.9%	-3.3%	-6.9%	10.5%	/
Clc1cccc2sc(N3CCOCC3)nc12	-14.3%	i	8.0	0.0	-6.5%	-12.0%	-2.3%	8.0%	-0.8%
CCN(c1ccc2c(c1)OCO2)S(=O)(=O)c1cc(Br)cc2c1N(C(=O)C1CC1)CC2	/	i	12.0	4.0	29.0%	9.1%	31.3%	14.9%	/	PMK inhibit pilot replicates=3.5;MK inhibit pilot replicates=1.5;DPM-DC inhibit pilot screen %=3.0
CCOC(=O)C1CCN(c2c(N3CCN(Cc4ccccc4)CC3)c(=O)c2=O)CC1	7.3%	i	6.0	6.0	2.2%	-5.4%	9.1%	6.0%	-1.7%
CC(=O)c1cccc(-n2nnnc2SCC(=O)Nc2ccccc2N2CCCCC2)c1	-24.9%	i	16.0	8.0	14.7%	3.2%	0.5%	4.9%	/
CCCOc1ccc2oc(=O)c3c(c2c1)CCCN3C(=O)CN1CCc2ccccc2C1	11.1%	i	16.0	9.0	33.5%	-7.8%	20.6%	4.2%	21.8%
COc1ccc2nc(N3CCCC3)c(C#N)cc2c1	-10.6%	i	10.0	7.0	-10.1%	75.6%	-6.3%	-19.0%	5.5%
Cc1oc2cc3c(C(=O)N4CCCCC4)c(C)oc3cc2c1C(=O)N1CCCCC1	-0.2%	i	3.0	6.0	2.4%	-9.2%	-7.1%	13.4%	/
CCN(CC)C(=O)CN1CCN(c2ccccc2F)CC1	-3.6%	i	0.0	68.0*	-33.5%	-4.3%	-9.5%	9.8%	6.7%
CCOCCCN(C(=O)Nc1ccc(CC)cc1)C1CCN(C(C)=O)CC1	4.6%	i	11.0	0.0	-26.8%	-2.7%	-18.2%	4.2%	7.0%
CCOC(=O)Nc1cccc(OCC(=O)Nc2ccc(OC)cc2OC)c1	9.1%	i	0.0	4.0	2.7%	-2.9%	3.4%	0.9%	6.8%
Cc1nn(C)cc1CNC(=O)CCC(=O)O	14.3%	i	1.0	9.0	-11.4%	10.7%	-5.3%	10.7%	8.4%
COC(=O)C1CCC(C)(C(=O)Nc2ccccc2)C1(C)C (centres undefined)	2.3%	i	5.0	0.0	-13.4%	-0.2%	-15.2%	7.6%	4.0%
CCCc1cc(=O)n2[nH]c(NCc3c(F)cccc3Cl)nc2n1	/	i	4.0	6.0	-8.5%	-3.8%	-8.1%	2.8%	4.8%
Cc1ccc(O)c(C(CC(=O)N2CCCC2)c2ccccc2)c1 (centres undefined)	2.5%	i	0.0	3.0	7.2%	2.1%	8.2%	9.7%	24.1%	PMK inhibit pilot replicates=2.5;MK inhibit pilot replicates=0.0;DPM-DC inhibit pilot screen %=0.0
CN1C(=O)C2(NCCc3c2[nH]c2ccccc32)c2ccccc21 (centres undefined)	-9.3%	i	7.0	9.0	-12.8%	-11.2%	2.7%	6.5%	14.0%	PMK inhibit pilot replicates=4.5;MK inhibit pilot replicates=0.0;DPM-DC inhibit pilot screen %=1.5
O=C(c1cccc(Cl)c1)N1CCN(C(=O)c2ccccc2F)CC1	-0.9%	i	1.0	3.0	-1.1%	0.4%	2.8%	4.1%	18.2%
CCOC(=O)C1=C(C)NC(C)=C(C(=O)OCC)C1c1nc2ccccc2[nH]1	-4.2%	i	13.0	0.0	3.2%	-1.3%	-1.3%	8.7%	/
CCOC(=O)N1CCN(C(=O)c2ccc(NC(=O)c3ccc(C)cc3)cc2)CC1	3.7%	i	2.0	6.0	7.3%	-5.9%	5.6%	10.7%	-3.8%
O=C(O)c1sccc1S(=O)(=O)c1ccccc1	-5.5%	i	12.0	21.0	/	-2.8%	/	1.5%	16.6%
Cc1cc(C)nc(NC(=O)c2cccc(Cl)c2)n1	-8.2%	i	1.0	0.0	1.6%	5.4%	-1.9%	-13.4%	-2.8%
CC1CCc2c(C(=O)NCC3CCCO3)csc2C1 (centres undefined)	0.2%	i	13.0	7.0	-5.1%	-5.6%	0.5%	22.1%	11.1%

8 compounds out of the list, arranged by SMILES length, ascending:
SMILES	HT1080 viability	DPM-DC inhibit	PMK inhibit	MK inhibit	HPDE-C7 cytotoxicity	Bfl-1 displacement	HPDE-C7K KRASV12	Alkaline phosphatase	LYP inhibition	others
Cc1nn(C)cc1CNC(=O)CCC(=O)O	14.3%	i	1.0	9.0	-11.4%	10.7%	-5.3%	10.7%	8.4%
O=C(O)c1sccc1S(=O)(=O)c1ccccc1	-5.5%	i	12.0	21.0	/	-2.8%	/	1.5%	16.6%
Cc1cc(C)nc(NC(=O)c2cccc(Cl)c2)n1	-8.2%	i	1.0	0.0	1.6%	5.4%	-1.9%	-13.4%	-2.8%
COC(=O)C1CCC(C)(C(=O)Nc2ccccc2)C1(C)C (centres undefined)	2.3%	i	5.0	0.0	-13.4%	-0.2%	-15.2%	7.6%	4.0%
Cc1ccc(O)c(C(CC(=O)N2CCCC2)c2ccccc2)c1 (centres undefined)	2.5%	i	0.0	3.0	7.2%	2.1%	8.2%	9.7%	24.1%	PMK inhibit pilot replicates=2.5;MK inhibit pilot replicates=0.0;DPM-DC inhibit pilot screen %=0.0
CCCc1cc(=O)n2[nH]c(NCc3c(F)cccc3Cl)nc2n1	/	i	4.0	6.0	-8.5%	-3.8%	-8.1%	2.8%	4.8%
CN1C(=O)C2(NCCc3c2[nH]c2ccccc32)c2ccccc21 (centres undefined)	-9.3%	i	7.0	9.0	-12.8%	-11.2%	2.7%	6.5%	14.0%	PMK inhibit pilot replicates=4.5;MK inhibit pilot replicates=0.0;DPM-DC inhibit pilot screen %=1.5
CCOC(=O)N1CCN(C(=O)c2ccc(NC(=O)c3ccc(C)cc3)cc2)CC1	3.7%	i	2.0	6.0	7.3%	-5.9%	5.6%	10.7%	-3.8%

The list continues.
SMILES	HT1080 viability	DPM-DC inhibit	PMK inhibit	MK inhibit	HPDE-C7 cytotoxicity	Bfl-1 displacement	HPDE-C7K KRASV12	Alkaline phosphatase	LYP inhibition	others
CCCCCn1c(N)c(C#N)c2nc3ccccc3nc21	16.6%	/	10.0	3.0	3.3%	2.0%	2.3%	5.9%	/
Cc1cc2ncn(C3CC(=O)N(Cc4ccc(N5CCCC5=O)cc4)C3=O)c2cc1C (centres undefined)	-0.1%	i	4.0	4.0	-5.4%	7.3%	7.5%	4.3%	-32.1%
CC(C(=O)NCc1ccc2c(c1)OCO2)N1c2cccc3cccc(c23)S1(=O)=O (centres undefined)	0.8%	i	16.0	2.0	-7.5%	-0.6%	3.9%	5.3%	13.0%
Nc1nonc1/C(=N/O)N1CCCC1	-6.0%	i	11.0	9.0	/	3.3%	/	7.4%	5.8%
COc1ccc(OCCCSc2ncccn2)cc1	-9.3%	i	0.0	0.0	-1.9%	4.9%	-9.8%	7.9%	1.4%
N#Cc1nc(-c2ccc(Cl)cc2)oc1N1CCCCC1	-4.8%	/	10.0	4.0	16.1%	-0.4%	-6.0%	2.2%	0.5%
CCOC(=O)CNC(=O)C1CCCN(c2ncccn2)C1 (centres undefined)	3.8%	i	0.0	11.0	0.1%	-4.2%	-16.2%	-0.8%	/
O=C(Nc1ccccc1C(F)(F)F)c1ccc(F)c(S(=O)(=O)N2CCOCC2)c1	-7.8%	i	11.0	0.0	0.7%	-12.8%	2.2%	13.4%	5.8%
COc1cccc(C(=O)Nc2cccc(-c3nnc(-c4ccccc4)o3)c2)c1	-3.4%	i	0.0	0.0	3.9%	3.0%	-0.8%	11.7%	9.5%
COCCn1c(SCC(=O)N(C(C)C)C(C)C)nnc1-c1cc2ccccc2cc1O	2.8%	i	0.0	5.0	-15.9%	-3.9%	0.2%	10.8%	2.2%	PMK inhibit pilot replicates=1.5;MK inhibit pilot replicates=0.0;DPM-DC inhibit pilot screen %=0.5
Cc1cccc(S(=O)(=O)C(C#N)c2nc3ccccc3nc2N2CC(C)OC(C)C2)c1 (centres undefined)	5.4%	i	10.0	1.0	7.1%	2.7%	7.7%	4.4%	13.6%
COc1cccc(-n2c(SCC(=O)N3CCCC3)nc3c([nH]c4ccccc43)c2=O)c1	5.4%	i	9.0	6.0	-0.5%	1.6%	7.1%	13.3%	/	PMK inhibit pilot replicates=3.0;MK inhibit pilot replicates=1.0;DPM-DC inhibit pilot screen %=3.0
CCOc1ccc(OCC)c(NC(=O)CN(C)S(=O)(=O)c2cnc[nH]2)c1	11.3%	i	6.0	4.0	-9.4%	-2.4%	-4.0%	12.1%	4.4%
CCC(C)c1ccccc1NC(=O)c1cccnc1 (centres undefined)	-0.1%	i	17.0	6.0	-11.3%	-7.3%	-26.4%	9.9%	/
CCOC(=O)N1CCC(NC(=O)CN2C(=O)CSc3nc(C)cc(C)c32)CC1	-1.4%	i	0.0	0.0	11.8%	1.1%	-0.7%	7.9%	-1.9%
COc1ccc(C(C)C)cc1S(=O)(=O)NCc1ccccn1	6.3%	i	0.0	10.0	-8.0%	-8.1%	-0.7%	1.5%	-11.2%
Cc1cc(C(=O)Nc2cccc(C(=O)O)c2)oc1C	/	i	7.0	10.0	-2.2%	0.5%	-4.6%	5.1%	12.1%
